Assay outcomes as filed in PubChem.
Rin1-Abl PPI inh = inhibitors of human Rin1-Abl protein interaction; TR-FRET Rin1/Abl binding, biochemical; inhibition, % at 7.35 µM; hit rate 0.4% among 360,000; P00519+Q13671; in the data active means inhibition above about 5%, passing the limit was not always enough
FAS TE block = FAS thioesterase (human) inhibition; P49327; recombinant FAS-TE, OMFH fluorogenic substrate, fluorescence endpoint; inhibition, % at 15 µM; hit rate 0.67% among 360,000; AID 602261;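 active means compounds whose normalised, plate-corrected inhibition of enzyme fluorescence in the single-dose primary screen is 50% or more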;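 further: 0% = DMSO with enzyme and 100% = substrate without enzyme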
MLLE-PAM2 inh = inhibitors of microRNA-mediated deadenylation, human PABP1 MLLE binding; P11940; GST-MLLE / FITC-PAM2 fluorescence polarization; inhibition, % at 20 µM; hit rate 0.36% among 360,000; AID 588489; in the data active means inhibition above about 35%, passing the limit was not always enough;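 further: plate controls were DMSO wells with GST-MLLE for no effect and wells lacking GST-MLLE protein for full effect; some results filed as inactive read as strong as hits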
CSN inh = blocks human CSN-mediated cullin deneddylation; Q92905; hit rate 0.38% among 360,000; AID 651999; inhibition, % at 12.5 µM; Purified CSN, SCF-Nedd8-OG deneddylation, fluorescence polarization;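 active means pattern-corrected inhibition above about 35%, with an unprinted fluorescence ratio check between 0.5 and 1.5, limit read from the data, passing the limit was not always enough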;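 further: 0% = enzyme with substrate and 100% = substrate without enzyme; some results filed as inactive read as strong as hits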
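assay system = purified human Csn5 enzyme expressed in HEK293T cells | amount = 0.24 nM enzyme | buffer or medium = Tris/NaCl/DTT buffer, pH 7.5 | reagent = 10 nM SCFSkp2-Nedd8OG | compound = one concentration, 12.5 µM, 0.25% DMSO | times = 90 min reaction at room temperature | signal = FP | read-out basis = % inhibition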
MT1-MMP act inh = MT1-MMP (human) activation inhibition | AID 651647 | HT1080 RFP-PRO-GFP cells, GFP/RFP ratio fluorescence, overnight; percent of plate control window, DMSO zero | hit rate 0.061% among 360,000 | GFP/RFP ratio change, % at 20 µM;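 active means GFP/RFP ratio change of at least 30% with cell ATP level not reduced by more than half and red fluorescence within 50% of control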; further: strong numbers were not always called active
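Material – HT1080 RFP-PRO-GFP cells · Control set – DMSO wells and RFP-L50D-GFP cells · Incubation – overnight cell settling, then overnight compound exposure, 37 °C, 5% CO2 · Compound dosing – single-point 20 µM compound, 1% DMSO · Read-out – GFP/RFP fluorescence ratio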
MsrA act = bovine methionine sulfoxide reductase A activation. purified bovine MsrA, absorbance read-out. activation, % at 10.6 µM. hit rate 0.3% among 360,000; in the data active means activation above about 7.5%;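 further: 0% = vehicle and 100% = reference activator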
Rpn11 inh = Rpn11 (human) deubiquitinase inhibition | O00487 | human 26S proteasome, Ub4-pepOG fluorescence polarization; 20S core pre-blocked with epoxomicin | calls only at 20 µM | hit rate 0.59% among 360,000 | AID 588493;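 active means inhibition at 20 µM, scaled to each plate's controls, above about 33%, limit read from the data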
E coli Lon inh = E. coli protease La inhibition. P0A9M0. purified E. coli Lon protease, fluorescence polarization. inhibition, % at 7.94 µM. hit rate 0.42% among 360,000. AID 602123; in the data active means inhibition above about 13%, passing the limit was not always enough;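 further: 0% = enzyme with probe and DMSO and 100% = no enzyme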
MsrA inhibitor = inhibitors of bovine MsrA | purified bovine MsrA, absorbance read-out | inhibition, % at 15.5 µM | hit rate 0.75% among 360,000 | AID 651718; in the data active means inhibition above about 4.5%;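 further: 0% = vehicle wells with enzyme and 100% = reference inhibitor wells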
Numbers without * were called inactive; i = inactive; · = no result given.

SMILES	Rin1-Abl PPI inh	FAS TE block	MLLE-PAM2 inh	CSN inh	MT1-MMP act inh	MsrA act	Rpn11 inh	E coli Lon inh	MsrA inhibitor
Cn1c(=O)c2c(nc(SCC(=O)Nc3ccccc3N3CCCCC3)n2C)n(C)c1=O	4	19	-2	0	-1	-1	i	-8	0.0
Cc1ccc(/C=N/NC(=S)NC2CCCCC2)o1	-2	0	-42	0	1	-8	i	-7	4.7*
COc1ccc(N2CCN(Cc3nc4ccsc4c(=O)[nH]3)CC2)cc1	-5	-6	9	0	-3	-2	i	-2	-1.5
COCCn1c(N)c(N(Cc2ccccc2)C(=O)CSCC(=O)Nc2ccc(OC)cc2)c(=O)[nH]c1=O	-2	-6	11	-7	-2	0	i	-6	-0.2
N#Cc1c(N)sc2c1CCN(C(=O)OCc1ccccc1)C2	0	-6	-26	11	20	-1	i	-11	1.6
CC1(CCC(=O)N2CCCC(Nc3ccc(F)cc3)C2)CC1 (stereo not given)	2	0	1	3	-4	-10	i	-4	-0.3
CC(C)(C)OC(=O)NCC(=O)Oc1cc2oc(=O)cc(-c3ccccc3)c2cc1Cl	1	-8	-9	-3	-4	-5	i	-13	1.9
C/C(CC(=O)Nc1ccc(N(C)C)cc1)=N\NC(=O)c1ccc(Cl)cc1Cl	2	-3	-8	1	4	2	i	1	1.5
C[C@@]12C(=O)N(c3cccc(F)c3)C(=O)N1[C@H](c1ccc(Cl)cc1)[C@@H]1C(=O)N(C3CCCCC3)C(=O)[C@@H]12	0	39	-7	3	0	-5	i	-2	1.9
O=C(CCN1C(=O)S/C(=C\c2ccccc2)C1=O)Nc1ccc(S(=O)(=O)Nc2nccs2)cc1	3	7	13	0	-2	-4	i	3	2.9
Cc1ccc(-c2csc(NC(=O)c3c(C)noc3C)n2)s1	4	8	15	6	-3	0	i	-30	·
COc1ccc(O)c(C2(O)C(=O)c3ccccc3C2=O)c1	-1	-8	7	1	1	-5	i	3	0.2
O=C(NCCN1CCOCC1)c1noc2c1CCc1ccccc1-2	-1	-5	12	-3	5	-1	i	3	-1.9
O=C(C1CCCCC1)N1C[C@H](O)[C@@H](n2cc(-c3ccc(F)cc3)nn2)C[C@@H]1c1ccccc1	-1	4	18	4	-1	-2	i	-10	0.9
C[C@@]12C(=O)Nc3cc(F)c(F)cc3C(=O)N1[C@H]1c3cc(Cl)ccc3OC[C@@H]1[C@@H]2c1ccccc1	2	74*	-7	-2	-28	-9	i	18	·

3 compounds already listed, ordered by the value under MsrA act, ascending.
| Structure | Rin1-Abl PPI inh | MLLE-PAM2 inh | CSN inh | MT1-MMP act inh | MsrA act | Rpn11 inh | E coli Lon inh | MsrA inhibitor |
| --- | --- | --- | --- | --- | --- | --- | --- | --- |
| COc1ccc(O)c(C2(O)C(=O)c3ccccc3C2=O)c1 | -1 | 7 | 1 | 1 | -5 | i | 3 | 0.2 |
| COCCn1c(N)c(N(Cc2ccccc2)C(=O)CSCC(=O)Nc2ccc(OC)cc2)c(=O)[nH]c1=O | -2 | 11 | -7 | -2 | 0 | i | -6 | -0.2 |
| C/C(CC(=O)Nc1ccc(N(C)C)cc1)=N\NC(=O)c1ccc(Cl)cc1Cl | 2 | -8 | 1 | 4 | 2 | i | 1 | 1.5 |

Next section.
SMILES	Rin1-Abl PPI inh	FAS TE block	MLLE-PAM2 inh	CSN inh	MT1-MMP act inh	MsrA act	Rpn11 inh	E coli Lon inh	MsrA inhibitor
COC(=O)c1cnc(Nc2cccc(C(F)(F)F)c2)c([N+](=O)[O-])c1	1	20	-7	-2	9	-8	i	17	-0.7
COc1cc(C)c(C(=O)CSc2nnc(CNC(=O)c3ccco3)n2C)cc1C	1	-4	16	-2	0	0	i	3	0.6
O=C1CSC(c2ccc(F)cc2)N1c1nc2ccccc2s1 (stereo not given)	0	14	4	1	5	-2	i	4	0.0
CCCc1cc(=O)oc2cc(C)cc(OCC(=O)N[C@@H](CSCc3ccccc3)C(=O)O)c12	1	20	-13	1	3	-1	i	-10	1.2
Cn1c(-c2ccccc2)n[nH]c1=S	3	-7	-13	-2	6	1	i	-4	-0.8
CCC1CC(C(=O)O)CC(=O)N1 (stereo not given)	-1	-6	14	-5	-2	-9	i	2	1.5
O=C(N/N=C/c1c(O)ccc2ccccc12)c1ccc(CO)nc1	-2	2	-47	29	-54	-2	·	-397	1.5
C=CCN1C(=O)/C(=C\C=C2\N(C)c3ccccc3C2(C)C)SC1=S	1	-54	i	72*	-8	-5	·	-108	-0.2
COc1ccc(CCNC(=O)COc2ncnc3ccccc23)cc1OC	-4	-2	8	-9	2	-1	i	1	1.8
CCCC1(CCC)NC(=O)N(CC(=O)Nc2ccccc2OC)C1=O	2	-6	1	-1	1	-3	i	6	0.9
CCC1=Nc2cc(C(=O)NCCCOC(C)C)ccc2Sc2ccccc21	-2	5	-3	-1	0	-2	i	3	0.8
Cc1ccc(C(=O)NNC(=S)NC(=O)COc2ccccc2)cc1	-2	-2	18	0	5	8	i	0	0.2
O=c1c(OC2OC(CO)C(O)C(O)C2O)c(-c2ccc(O)c(O)c2)oc2cc(O)cc(O)c12 (stereo not given)	16*	-9	2	-1	9	-5	i	-19	3.0
CS(=O)(=O)c1ccccc1-c1nc(-c2ccc([N+](=O)[O-])cc2)no1	0	0	-7	0	1	-9	i	-2	-0.8
CCCN1CCc2c(sc(NC(=O)Cc3ccc(F)cc3)c2C(N)=O)C1	4	-7	0	2	-2	-2	i	1	-0.5
COc1cc(/C=C/c2ccccc2)cc(OC)c1	0	21	-1	-2	-1	0	i	-11	-0.6
COc1ccccc1-c1coc2c(CN3CCCCC3C)c(O)ccc2c1=O (stereo not given)	-2	-6	-2	4	-2	-4	i	-12	1.5
Cc1cc(N)nc(SCC(=O)N2C(C)CCCC2C)n1 (stereo not given)	0	-1	18	3	0	-4	i	-6	-0.1
COc1ccccc1Sc1ccccc1/C=N/NC(N)=O	2	2	-1	-5	4	-2	i	-1	0.7
COc1ccccc1Nc1nc(NCCC(C)C)nc(N)c1[N+](=O)[O-]	3	16	10	-1	-3	-2	i	-2	0.0
COCC1CCN(C(=O)c2cc(COc3cccc4cnccc34)on2)CC1	-4	-3	-3	-3	-3	-3	i	6	1.9
Cc1cc(C)nc(SCc2ccc(C(=O)N/N=C/c3cccc(O)c3O)cc2)n1	2	8	7	1	-4	-5	i	-4	1.1
Cc1cc(C)c(S(=O)(=O)c2ccccc2C(C)C)c(=O)[nH]1	2	-3	1	-3	-1	-2	i	5	1.3
Cc1[nH]c(=O)[nH]c(=O)c1S(=O)(=O)N1CCN(c2cccc(Cl)c2)CC1	2	-6	9	-3	1	-6	i	-3	-0.7
CSc1ccccc1NC(=O)CN(C)CC(=O)Nc1cc(C)ccc1C	1	-4	2	-2	3	-8	i	-5	-0.8
COc1ccc(S(=O)(=O)N2CCCC(C(=O)N3CCOCC3)C2)cc1C (stereo not given)	1	0	5	0	1	-4	i	-7	-0.4
Cc1ccsc1C(=O)OCC(=O)c1ccc[nH]1	0	-4	-9	-4	0	-1	i	6	-0.5
O=C(N/C(=C/c1ccco1)C(=O)N1CCCCC1)c1cccs1	4	-7	18	-2	-5	4	i	-7	0.9
O=C(Nc1cccc(-c2nc3ncccc3o2)c1)c1cc2ccccc2o1	-1	10	-2	-1	1	-3	i	2	0.3
COc1ccc(NC(=O)CN(C)C(=O)c2sc3ccccc3c2Cl)cc1	2	5	5	0	5	-6	i	-7	-0.3
Cc1ccc(CC2CC(=O)N(c3nc4ccccc4n3C)C2=O)cc1 (stereo not given)	1	-5	2	-9	6	-1	i	-1	1.5
Cc1ccc(S(=O)(=O)/N=c2\scc(C)n2C)cc1	1	-5	10	-1	0	-8	i	2	-1.2
CC(C)N(C(=S)Nc1cccnc1)c1ccccc1	-2	-5	32	-3	1	-1	i	-8	-0.4
COC(=O)/C(=C\C(=O)c1ccc([N+](=O)[O-])cc1)Nc1ccc(OC)cc1	-3	46	-3	4	2	-2	i	1	-0.5
COc1cccc(NC(=O)c2nn(C)cc2Br)c1	-2	0	3	2	2	0	i	-5	-0.2
Cc1nnc(SCC2=C(C(=O)O)N3C(=O)C(NC(=O)Cn4ncc(Cl)c4C)C3SC2)s1 (stereo not given)	3	-2	32	5	-5	6	i	-8	0.1
CCc1cccc(OCC(=O)Nc2ccc(S(=O)(=O)Nc3onc(C)c3C)cc2)c1	-3	-3	2	-1	0	-4	i	-2	0.0
CCOc1ccc(N2CC(C(=O)Nc3nnc(SCCOC)s3)CC2=O)cc1 (stereo not given)	0	-3	-22	0	0	-1	i	-10	-0.6
CC(C)(C)[C@H]1COC(=O)[C@H](NC(=O)OCC2c3ccccc3-c3ccccc32)C/C=C\C[C@@H](CC(=O)N[C@@H](CO)Cc2ccccc2)C(=O)N1	4	0	-16	4	0	-2	i	1	-1.0
O=C(COC(=O)CC1CCCC1)Nc1cccc(F)c1	1	4	-2	-7	-2	-7	i	-12	0.2
COc1ccccc1OCC(=O)NCC(c1cccs1)N1CCOCC1 (stereo not given)	-1	-5	-3	3	-2	-3	i	-4	-0.3
CN1C(=O)/C(=C\c2ccco2)N=C1c1ccc(Cl)cc1Cl	-1	-3	8	1	-5	-6	i	5	-0.3
CCc1nc2ccccc2n1CCC(=O)O	2	-12	8	-2	-3	-5	i	-11	-0.4
CC(=O)NCCNC(=O)c1ccc(Cn2c(=O)[nH]c3ccsc3c2=O)cc1	0	0	-4	-4	0	-1	i	-7	-0.5
CC(=O)c1cn(CC(=O)Nc2ccccc2)c2ccccc12	1	-3	12	3	4	-5	i	-8	1.3
Cc1c(S(=O)(=O)c2ccccn2)c(N)n(Cc2ccccc2)c1C	-1	-5	-13	9	5	-5	i	-21	-0.4
COc1ncc(-c2ccc(N3C(c4ccsc4)=Cc4ccccc4C3CC(C)=O)cc2)cn1 (stereo not given)	·	35	·	-2	-5	-8	·	-4	3.9

Grouped by structure: the compounds so far with a thiophene ring, fused or not.
SMILES	Rin1-Abl PPI inh	FAS TE block	MLLE-PAM2 inh	CSN inh	MT1-MMP act inh	MsrA act	Rpn11 inh	E coli Lon inh	MsrA inhibitor
COc1ccc(N2CCN(Cc3nc4ccsc4c(=O)[nH]3)CC2)cc1	-5	-6	9	0	-3	-2	i	-2	-1.5
N#Cc1c(N)sc2c1CCN(C(=O)OCc1ccccc1)C2	0	-6	-26	11	20	-1	i	-11	1.6
Cc1ccc(-c2csc(NC(=O)c3c(C)noc3C)n2)s1	4	8	15	6	-3	0	i	-30	·
CCCN1CCc2c(sc(NC(=O)Cc3ccc(F)cc3)c2C(N)=O)C1	4	-7	0	2	-2	-2	i	1	-0.5
Cc1ccsc1C(=O)OCC(=O)c1ccc[nH]1	0	-4	-9	-4	0	-1	i	6	-0.5
O=C(N/C(=C/c1ccco1)C(=O)N1CCCCC1)c1cccs1	4	-7	18	-2	-5	4	i	-7	0.9
COc1ccc(NC(=O)CN(C)C(=O)c2sc3ccccc3c2Cl)cc1	2	5	5	0	5	-6	i	-7	-0.3
COc1ccccc1OCC(=O)NCC(c1cccs1)N1CCOCC1 (stereo not given)	-1	-5	-3	3	-2	-3	i	-4	-0.3
CC(=O)NCCNC(=O)c1ccc(Cn2c(=O)[nH]c3ccsc3c2=O)cc1	0	0	-4	-4	0	-1	i	-7	-0.5
COc1ncc(-c2ccc(N3C(c4ccsc4)=Cc4ccccc4C3CC(C)=O)cc2)cn1 (stereo not given)	·	35	·	-2	-5	-8	·	-4	3.9
